Screening data from PubChem.
TRPC6 inhibitor = inhibitors of mouse TRPC6 channel | AID 2553 | Q61143 | HEK293-TRPC6, membrane potential dye, ACh-evoked depolarization; stronger effect = lower value | actives 1.1% (n = 310,000) | B-score at 10 µM;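 active = B-score under library mean minus 3 SD, initial fluorescence not abnormally high, positive integrated signal ratio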;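 note: B-score derived from integrated fluorescence ratio over the kinetic read; more negative B-score means stronger inhibition of depolarization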
RGS4 pot = RGS4 potentiation or activation | B-score at 10 µM | actives 0.92% (n = 310,000) | HEK293 M3R/inducible RGS4, carbachol calcium flux Fluo4; stronger effect = lower value;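 active = B-score of the integrated calcium signal more than 4 SD below the library mean, with starting fluorescence not abnormally high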;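 note: negative B-score means reduced calcium response which marks RGS4 activation or potentiation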
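System: HEK293 FlpIn-TREx cells, stable M3R, doxycycline-inducible RGS4. Timing: overnight RGS4 induction, 30 min dye load 37 °C, 20 min compound RT. Also added: carbachol, ECmax concentration. Measured by: Fluo4 fluorescence kinetic imaging of calcium. Evaluation: integrated calcium ratio converted to B score.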
MrgX1 PAM = allosterically activates human MrgX1 receptor signaling. actives 0.63% (n = 310,000). AID 588675. B-score at 10 µM. MrgX1-HEK293, Fluo-4 calcium flux, FDSS; stronger effect = higher value;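 active = plate-corrected calcium response at least 3 library SD above typical, normal starting fluorescence, not activating the receptor alone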;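 note: compound read alongside a low EC10 to EC30 dose of BAM8-22 agonist; peak minus trough fluorescence over baseline measured at the second addition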
Target sequence (Q96LB2 whole entry, looked up): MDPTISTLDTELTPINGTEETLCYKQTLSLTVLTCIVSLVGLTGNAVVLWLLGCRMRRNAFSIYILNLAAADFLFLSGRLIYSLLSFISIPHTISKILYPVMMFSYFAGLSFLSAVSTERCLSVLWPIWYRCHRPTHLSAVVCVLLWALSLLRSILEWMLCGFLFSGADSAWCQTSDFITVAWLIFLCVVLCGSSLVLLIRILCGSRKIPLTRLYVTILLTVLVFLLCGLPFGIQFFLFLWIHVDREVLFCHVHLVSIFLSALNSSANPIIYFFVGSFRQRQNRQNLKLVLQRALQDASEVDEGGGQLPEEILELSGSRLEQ
MrgX1 ag = human MrgX1 receptor agonism, primary screen; Q96LB2; MrgX1-HEK293 cells, Fluo-4 calcium fluorescence, agonist mode; stronger effect = higher value; B-score at 10 µM; actives 0.44% (n = 310,000); AID 588627;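 active = calcium response B-score plate-corrected fluorescence ratio at least 3 library SD, with starting fluorescence B-score inside 5 SD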
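Material: MrgX1-expressing HEK293 cells / Dosing: compound as first of three additions / Incubation: overnight seeding, then 1 h dark dye loading / Signal: Fluo-4 NW calcium fluorescence / Evaluation: B-scored fluorescence response ratio / Benchmarks: positive and negative control wells on each plate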
TRPC4 block = inhibitors of mouse TRPC4 channel. B-score at 10 µM. actives 0.39% (n = 300,000). HEK293 TRPC4beta/mu-opioid, DAMGO-evoked Fluo4 calcium flux; stronger effect = lower value. Q9QUQ5;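 active = B-score over 3 SD under the library average, no early fluorescence shift, positive overall ratio signal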
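Material: HEK293 cells with stable TRPC4beta plus mu-opioid receptor expression; probe or stimulus: DAMGO in two steps, submaximal then maximal; technique: Fluo4 calcium fluorescence by kinetic imaging, 5 s 1 Hz baseline; measure: integrated fluorescence ratio relative to baseline, converted to per-well B score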
Platelet DG rel = platelet dense granule release activity; human platelet-rich plasma, SFLLRN dense granule ATP release, luminescence; inhibition, %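 (compounds screened at 7.5 µM in platelet-rich plasma)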; actives 0.22% (n = 300,000);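 active = mean replicate score, as percent of positive control, at or above 50; inconclusive = mean below 50 but at least one replicate at or above 50; inactive = mean and every replicate below 50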
TRPC6 act = mouse TRPC6 channel activation; Q61143; HEK293-TRPC6 membrane potential dye fluorescence; stronger effect = higher value; B-score at 10 µM; actives 0.13% (n = 310,000); AID 2550;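 active = B-score of the integrated fluorescence ratio above library mean plus 3 SD, and starting fluorescence ratio within library mean plus 5 SD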;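 note: higher score means more depolarization so channel activation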
HIF activator = HIF pathway transcriptional activation. actives 0.32% (n = 300,000). U2OS HRE-luciferase reporter, luminescence; normalized: DMSO 0%, desferrioxamine 100%. activation, % at 7.5 µM (by protocol). AID 1910;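 active = mean activation of at least 10% of the iron chelator positive control signal, with at least half of replicates also reaching 10%; inconclusive = mean and replicate majority disagree about reaching 10%; inactive = mean and most replicates under 10%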
RGS4 block = inhibitors of human RGS4; P49798; HEK293 M3R/RGS4 inducible, Fluo-4 calcium flux; stronger effect = higher value; triggered by carbachol at its EC20; B-score at 10 µM; actives 0.45% (n = 310,000); AID 463165;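 active = B-score, a plate-corrected calcium signal, over three deviations above library mean, with baseline fluorescence within five deviations of library mean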;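 note: RGS4 expression induced by doxycycline in cells with stable M3 receptor; B-score is computed from the integrated fluorescence ratio over baseline after carbachol; higher B-score means a larger calcium signal and so more RGS4 inhibition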
Target sequence (P49798 whole entry, looked up): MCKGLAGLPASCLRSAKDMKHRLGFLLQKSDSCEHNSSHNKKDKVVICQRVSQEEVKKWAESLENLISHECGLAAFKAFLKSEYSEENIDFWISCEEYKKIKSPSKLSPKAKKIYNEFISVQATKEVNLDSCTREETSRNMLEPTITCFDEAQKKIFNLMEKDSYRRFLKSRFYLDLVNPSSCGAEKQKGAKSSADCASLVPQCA
SKKanGAS inh = SKKanGAS growth inhibition. inhibition, % at 7.5 µM. actives 1.3% (n = 300,000). S. pyogenes SKKanGAS, kanamycin growth, BacTiter-Glo, 6 h. AID 1662;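 active = mean replicate score, as percent of positive control median, at least 50; inconclusive = mean below 50 but one replicate at or above 50; inactive = mean and every replicate below 50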;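 note: strain carries kanamycin resistance gene driven by streptokinase promoter and grows in 40 µg/ml kanamycin; loss of luminescence reflects streptokinase promoter inhibition or plain growth inhibition; 0% = median of DMSO wells and 100% = positive control at its reference dose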
MrgX1 antagonist = antagonists of human MrgX1 receptor. MRGX1-HEK293 calcium flux, Fluo-4, BAM8-22 antagonism; stronger effect = lower value. B-score at 10 µM. actives 1.3% (n = 310,000);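 active = calcium-response B-score plate-corrected more than 3 library SD below zero, starting fluorescence within 5 deviations, no agonist response on first addition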;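 note: peak minus trough fluorescence over baseline after final BAM8-22 challenge near maximal dose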
The depositor's hits bear a star; i = inactive; u = inconclusive; x = not tested or not shown.

SMILES	TRPC6 inhibitor	RGS4 pot	MrgX1 PAM	MrgX1 ag	TRPC4 block	Platelet DG rel	TRPC6 act	HIF activator	RGS4 block	SKKanGAS inh	MrgX1 antagonist
CC(C)OC(=O)CSc1nnc(-c2ccc(Cl)cc2Cl)o1	i	i	i	i	i	-33	i	0.0	i	4	i
O=C(Nc1nc2ccccc2[nH]1)c1ccccc1	i	i	i	i	i	49	i	-0.6	i	38	i
COC(=O)CNC(=O)C1CCN(c2nc(C)cc(C)n2)CC1	i	i	i	i	i	4	i	x	i	3	i
S=C(Nc1ccccc1Cl)N1CCN(Cc2ccccc2)CC1	i	i	i	i	i	3	i	0.1	i	-7	i
Cn1[nH]c(CSc2ccc(Cl)cc2)cc1=O	i	i	i	i	i	9	i	0.1	i	0	i
CCSc1nc2ccccc2c(=O)n1Cc1ccc(F)cc1	i	i	9.8*	i	i	-2	i	-0.3	i	5	i
COc1ccc(C2CC(c3cccs3)=NN2C(=S)Nc2ccccc2)cc1OC (configuration not stated)	i	i	i	i	i	0	i	-0.2	i	0	i
CCSC1=C(C#N)C2(CCCCC2)C(C#N)=C(N)N1	i	i	i	i	i	6	i	0.4	i	13	i
CC(C)c1cc(C(=O)O)n[nH]1	i	i	i	i	i	1	i	-0.2	i	-1	i
COc1ccccc1CNC(c1ccccc1)c1ccccc1	i	i	i	i	i	1	i	-3.1	i	7	i
O=C(O)C1CCCCC1C(=O)Nc1cnn(Cc2ccccc2)c1 (configuration not stated)	i	i	i	i	x	-26	i	0.2	i	-12	i
COc1cccc(-c2noc(CCCC(=O)N3CCOCC3)n2)c1	i	i	i	i	i	-1	i	0.1	i	2	i
Cc1ccc(S(=O)(=O)N2CCc3ccccc3C2)cc1C	i	i	i	i	i	-6	i	1.1	i	18	i
Cc1ccc(-c2nnn(CC(=O)Nc3ccc(S(=O)(=O)N4CCC(C)CC4)cc3)n2)cc1	i	i	i	i	i	2	i	-1.4	i	8	i
O=C(CSc1nc(-c2ccccc2)nc2ccccc12)Nc1nccs1	i	i	i	i	i	-8	i	0.1	i	7	i
CNC(=S)NC1CC2CCCC(C1)N2Cc1ccc(C)cc1 (configuration not stated)	i	i	i	i	i	-2	i	0.5	i	-6	i
C[C@@H]1CC[C@@]2(OC1)O[C@H]1C[C@H]3[C@@H]4CC=C5C[C@@H](O)[C@H](O)C[C@]5(C)C4CC[C@]3(C)[C@H]1[C@@H]2C (some centres not stated)	i	i	i	i	i	-8	i	0.9	i	u	i
Cn1c(=O)c2c(nc(CN3CCC(C(N)=O)CC3)n2Cc2ccccc2Cl)n(C)c1=O	i	i	i	i	i	3	i	0.3	i	-1	i
CCn1c(NC(=S)Nc2ccccc2)nc2ccccc21	i	i	i	i	i	-3	i	2.1	i	35	i
Cc1cccc(C(=O)NC(=S)NNC(=O)Cc2ccccc2)c1	i	i	i	119*	i	-7	i	0.5	i	20	i
O=C(NCc1ccc(F)cc1)c1cccnc1C(=O)O	i	i	i	i	i	2	i	0.2	i	3	i
Cc1ccccc1C(=O)Nc1cccc(NC(=O)c2cccnc2)c1	i	i	i	i	i	11	i	-0.2	i	1	i
Cc1csc(N2CCCC2c2nc3cc(Cl)c(N4CCCCC4)cc3n2CCCO)n1 (configuration not stated)	i	i	i	i	i	-7	i	0.0	i	6	i
COc1ccc(OC)c(NC(=O)C(C)Oc2ccc(Br)cc2)c1 (configuration not stated)	i	i	i	i	i	0	i	-0.2	i	-10	i
CN(C)S(=O)(=O)c1cccc(C(=O)NCCc2ccccc2)c1	i	i	i	i	i	-2	i	0.3	i	-2	i
SMILES	TRPC6 inhibitor	RGS4 pot	MrgX1 PAM	MrgX1 ag	TRPC4 block	Platelet DG rel	TRPC6 act	HIF activator	RGS4 block	SKKanGAS inh	MrgX1 antagonist
COc1ccc(/C=N/Nc2ncccc2[N+](=O)[O-])c(OC)c1	i	i	i	i	i	79*	i	-0.4	i	-5	i
CCC(CC)c1nnc(NC(=O)C2CC(=O)N(CCc3ccc(OC)c(OC)c3)C2)s1 (configuration not stated)	i	i	i	i	i	4	i	-1.3	i	-1	i
COc1ccc(OC)c(NC(=O)c2cnn(-c3ccccc3Cl)c2NC(=O)c2ccco2)c1	i	i	i	i	i	-1	i	0.2	i	13	i
O=C(CP(=O)(O)CC(=O)c1ccccc1)c1ccccc1	i	i	i	i	i	1	i	0.1	i	7	i
COc1ccc(NC(=O)CSc2sc3c(O)cc(=O)[nH]c3c2C#N)c(OC)c1	i	i	i	i	i	7	i	-0.5	i	33	i
Cc1ccc(N(CCC#N)C(=O)COC(=O)c2ccccn2)cc1	i	i	i	i	i	-8	i	0.0	i	23	i
Cc1ccccc1OCCC(=O)OCC(=O)Nc1ccc2[nH]c(=O)[nH]c2c1	i	i	i	i	i	7	i	-0.3	i	-5	i
COc1ccccc1C(=O)Nc1ccccc1N1CCCCC1	i	i	i	i	i	-3	i	-0.1	i	33	i
COC(=O)c1ccc(COC(=O)c2cccnc2Cl)cc1	i	i	i	i	i	2	i	0.8	i	26	i
COc1ccc(-c2nc(CS(=O)CC(=O)N3CCCC3)c(C)o2)cc1 (configuration not stated)	i	i	i	i	i	1	i	0.0	i	-4	i
COc1cc2c(cc1OC)C(C1C(=O)CCCC1=O)N(C(=O)CCl)CC2 (configuration not stated)	i	i	i	i	i	-5	i	-0.2	i	-6	i
Cc1cccc(Nc2nc(N)nc(CN3CCN(c4ccccc4)CC3)n2)c1	i	i	i	i	i	-2	i	-0.9	i	u	i
CCN(C(=O)CN1CCOCC1)C1(C)C(=O)c2ccccc2C1=O	i	i	i	i	i	0	i	-0.3	i	9	i
O=C1CCC(=O)N1OCCOc1ccc(Cl)c2ccccc12	i	i	i	i	i	-4	i	-0.5	i	-5	i
CC(NC(=O)NC1CCCCC1)C(c1cccs1)N1CCN(c2ccccc2)CC1 (configuration not stated)	i	i	i	i	i	-3	i	-0.1	i	-4	i
O=C(O)c1ccc(Cl)c(S(=O)(=O)N(Cc2ccccc2)c2ccccc2)c1	i	i	i	i	i	1	i	1.9	i	17	i
COc1cccc(-n2c(N)cc(=O)nc2SCC(=O)Nc2cc(C)on2)c1	i	i	i	i	i	5	i	-0.2	i	28	i
CCN1CCN(C(=O)C2CCN(S(=O)(=O)c3ccc(Br)cc3)CC2)CC1	i	i	i	i	i	0	i	0.0	i	0	i
COc1ccc(N2C(=O)N3[C@H](c4cccc(C)c4)[C@@H]4C(=O)N(Cc5ccccc5)C(=O)[C@@H]4[C@]3(Cc3ccccc3)C2=O)cc1	i	i	i	i	i	4	i	0.4	i	2	i
Cc1cc(C)c(C)c(S(=O)(=O)NCC(=O)Nc2ccccc2F)c1C	i	i	x	x	i	-8	i	0.3	i	2	x
O=C(N/N=C/c1sc(N2CCCCC2)nc1-c1cccs1)c1cccnc1	i	i	i	i	i	9	i	2.7	i	26	i
Cc1ccccc1NS(=O)(=O)c1cc(OCC(N)=O)c(C)cc1Cl	i	i	i	i	i	-2	i	-0.3	i	-9	i
CCCn1c(=O)c2ccccc2n2c(SCc3nc4ccccc4s3)nnc12	i	i	i	i	i	4	i	3.4	i	8	i
COc1ccccc1CNc1nc(C)c(C(=O)N(C)C)s1	i	i	x	x	i	14	i	1.7	i	2	x
CCc1ccc(CNc2ccc(N3CCN(C(C)=O)CC3)cc2)cc1	i	i	i	i	i	-10	i	-56	i	17	i
SMILES	TRPC6 inhibitor	RGS4 pot	MrgX1 PAM	MrgX1 ag	TRPC4 block	Platelet DG rel	TRPC6 act	HIF activator	RGS4 block	SKKanGAS inh	MrgX1 antagonist
CC(Sc1ccc(S(=O)(=O)N2CCOCC2)cc1[N+](=O)[O-])C(=O)O (configuration not stated)	i	i	i	i	i	-6	i	-0.6	i	-2	i
CCOC(=O)c1cnc(-c2ccc(C(F)(F)F)cn2)[nH]c1=O	i	i	i	i	i	2	i	3.2	i	-3	i
CN(C(=O)CN(C)S(=O)(=O)c1ccc(F)cc1)c1c(N)n(Cc2ccccc2)c(=O)[nH]c1=O	i	i	i	i	i	-8	i	-13	i	-9	i
Cc1ccc2cc(CN(CC3CCCO3)C(=O)Nc3ccccc3F)c3nnnn3c2c1 (configuration not stated)	i	i	i	i	i	2	i	1.3	i	3	i
COC(CN(C(=O)CCl)C(C(=O)NC1CCCCC1)c1ccccc1C)OC (configuration not stated)	i	i	i	i	i	-1	i	-0.7	i	6	i
CCOC(=O)c1oc2ccccc2c1NC(=O)c1ccc(S(=O)(=O)N2CCCC2)cc1	i	i	i	i	i	-5	i	-0.1	i	3	i
COCCCn1c(SCC(=O)NC(C)(C)C)nnc1-c1cccs1	i	i	i	i	i	18	i	0.3	i	4	i
COCCN(C(=O)COC(=O)CCSc1ccc(F)cc1)c1c(N)n(Cc2ccccc2)c(=O)[nH]c1=O	i	i	i	i	i	-2	i	-0.5	i	-10	i
CCOC(=O)c1cnc(SC2CCc3ccccc3C2=O)nc1N (configuration not stated)	i	i	i	i	i	0	i	1.1	i	5	i
COc1ccc(CN(C)CC(=O)Nc2ccc(SC(F)F)cc2)cc1OC	i	i	i	i	i	-7	i	57*	i	-7	i
Cc1ccccc1COn1nnc2ccc(S(=O)(=O)N3CCOCC3)cc21	i	i	i	i	i	x	i	1.0	i	-8	i
COc1cc(C(CCN2CCCCC2)c2c(OC)cc(OC)c3c(C)cc(=O)oc23)cc(OC)c1OC (configuration not stated)	i	i	i	i	i	1	i	0.2	i	-2	i
CCOc1ccc(/C=N/OCC(=O)NCc2ccco2)cc1	i	i	i	i	i	-7	i	-0.3	i	-10	i
N#Cc1c(-c2ccccc2Cl)c2c([nH]c1=O)-c1ccccc1OC2	i	i	i	i	i	-12	i	-0.6	i	15	i
Nc1c(C(=O)NCc2ccco2)nnn1CC(=O)Nc1ccc2c(c1)OCO2	i	i	i	i	i	-4	i	-1.7	i	-6	i
CCN(c1ccccc1)S(=O)(=O)c1cc(C(=O)OC(C)C(=O)Nc2ccc3c(c2)OCCO3)ccc1C (configuration not stated)	i	i	i	i	i	-5	i	-0.1	i	1	i
O=C(NCc1cccc(F)c1)C1CCN(S(=O)(=O)Cc2ccccc2)CC1	i	i	i	i	i	x	i	0.5	i	3	i
